Screens from PubChem.
LmPK inh – qHTS Assay for Inhibitors of Leishmania Mexicana Pyruvate Kinase (LmPK). Q27686. purified LmPK, Kinase-Glo ATP luminescence, 1 h. Potency, µM (titrated, usually from 57.5 µM), for the others: at the highest dose activity change, negative = inhibition, most hits filed as inhibitors. 290,000 compounds, 0.37% hits. AID 1721, 2009; note: potency is the fitted concentration of half-maximal effect
Target sequence (Q27686 whole entry, looked up): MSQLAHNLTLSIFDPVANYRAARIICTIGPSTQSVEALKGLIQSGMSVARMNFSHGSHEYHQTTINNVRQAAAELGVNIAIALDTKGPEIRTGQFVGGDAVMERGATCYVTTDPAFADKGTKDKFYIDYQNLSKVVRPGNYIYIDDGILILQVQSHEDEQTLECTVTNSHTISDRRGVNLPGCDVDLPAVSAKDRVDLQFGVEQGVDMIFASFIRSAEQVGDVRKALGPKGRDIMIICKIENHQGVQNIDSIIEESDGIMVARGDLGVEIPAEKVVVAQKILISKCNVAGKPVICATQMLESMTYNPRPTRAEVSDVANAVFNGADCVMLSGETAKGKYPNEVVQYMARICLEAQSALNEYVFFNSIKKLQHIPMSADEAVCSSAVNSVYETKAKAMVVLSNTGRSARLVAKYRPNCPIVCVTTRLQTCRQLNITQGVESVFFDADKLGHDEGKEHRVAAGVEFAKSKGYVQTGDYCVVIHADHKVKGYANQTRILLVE
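In 50 mM imidazole pH 7.2 with 7 mM MgCl2, LmPK (0.1 nM) turned over PEP (0.5 mM) and ADP (0.1 mM) for 1 h at room temperature. Luciferase read-out of ATP.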
AmpC inh detg – qHTS Inhibitors of AmpC Beta-Lactamase (assay with detergent); P00811; AmpC hydrolysis of nitrocefin, absorbance 480 nm, 0.01% Triton; Potency, µM (doses to about 114 µM), for inactives: top-dose activity change, negative = inhibition, usual class: inhibitors; 370,000 compounds, 0.041% hits; AID 485294, 2010;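 note: potency is the fitted concentration of half-maximal effect; 0% = no-compound wells and -100% = no-enzyme wells; nearly all actives have a fitted effect of over 25% in size; some results filed as inactive show a strong effect at the top dose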
Target sequence (P00811 whole entry, looked up): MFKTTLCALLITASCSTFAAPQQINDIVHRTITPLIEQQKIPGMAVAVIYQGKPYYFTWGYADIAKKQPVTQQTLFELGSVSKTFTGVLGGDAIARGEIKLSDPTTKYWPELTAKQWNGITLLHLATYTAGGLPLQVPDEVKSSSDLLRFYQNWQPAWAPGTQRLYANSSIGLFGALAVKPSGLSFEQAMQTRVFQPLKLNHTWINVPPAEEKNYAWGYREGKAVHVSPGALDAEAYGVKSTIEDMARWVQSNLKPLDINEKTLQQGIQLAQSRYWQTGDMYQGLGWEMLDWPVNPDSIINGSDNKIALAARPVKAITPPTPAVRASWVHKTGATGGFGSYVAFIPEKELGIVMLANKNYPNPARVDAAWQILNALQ
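AmpC (5.3 nM in the dispensed reagent) in 20 mM phosphate pH 7.0 with 0.01% (detergent screen) or 0.0001% Triton X-100 was preincubated with compounds for 15 min at room temperature. Nitrocefin was then added from an 800 uM solution, and hydrolysis was followed at 480 nm.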
Tb PYK inh – qHTS of Trypanosoma Brucei Inhibitors | pyruvate kinase (Trypanosoma brucei), Q57TT1 | TbPYK enzyme, Kinase-Glo Plus ATP luminescence, 45 min | Potency, µM (titrated, usually from 76.8 µM), for inactives: top-dose activity, negative = inhibition, hits mostly inhibitors | 410,000 compounds, 0.12% hits | AID 624173, 2012; note: potency is the fitted concentration of half-maximal effect; nearly all actives have a fitted effect of over 50% in size
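Luminescent Kinase-Glo Plus end-point after 45 min room-temperature reaction of T. brucei pyruvate kinase started with 130 uM ADP (final). Buffer TEA 50 mM pH 7.2 with KCl, MgCl2, BSA, Tween-20; titration-based qHTS with fitted concentration-effect curves.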
HCMV antiviral – qHTS Assay for inhibitors of the human cytomegalovirus (HCMV); HFF cells, HCMV-luciferase reporter, 72 h; stronger effect = lower value; activity change, negative = inhibition, % at 57.5 µM; 410,000 compounds, 4.5% hits; in the data active = activity change below about -60%; inconclusive = no clear call, values can overlap the other calls; inactive = above about -39%
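Steps: HFFs plated, 16 h 37C; compounds added; HCMV-luciferase added to MOI 1 PFU/cell; 72 h 37C; OneGlo reagent, 5 min room temperature; luminescence read, normalized to controls.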
HCV inh – qHTS Assay for Inhibitors of Hepatitis C Virus (HCV). Huh7.5.1 HCVcc-Cre infection, luciferase reporter, 44 h. Potency, µM (top dose mostly 41.8 µM), inactives show at the highest dose activity change, negative = inhibition, actives largely listed as inhibitors. 340,000 compounds, 3.4% hits. AID 651820, 2012; note: potency is the fitted concentration of half-maximal effect
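Infectious HCV cell culture screen: compound-treated cells (1,000/well, pre-plated 4 h) are infected with HCVcc-Cre at roughly 0.5 moi and grown 44 h. Infection is quantified by luciferase signal after 15 min substrate incubation at room temperature.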
AmpC inh no detg – qHTS Inhibitors of AmpC Beta-Lactamase (assay without detergent) | P00811 | 330,000 compounds, 0.52% hits | AmpC nitrocefin hydrolysis, absorbance 480 nm, 0.0001% Triton | Potency, µM (highest dose often 57.1 µM), without a hit: at the highest dose activity change, negative = inhibition, usual class: inhibitors;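 note: potency is the fitted concentration of half-maximal effect; plate controls were no compound for no effect and no enzyme for full effect; nearly all actives have a fitted effect of over 20% in size; some results filed as inactive show a strong effect at the top dose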
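AmpC (5.3 nM in the dispensed reagent) in 20 mM phosphate pH 7.0 with 0.01% (detergent screen) or 0.0001% Triton X-100 was preincubated with compounds for 15 min at room temperature. Nitrocefin was then added from an 800 uM solution, and hydrolysis was followed at 480 nm.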
AMA1-RON2 inh – qHTS for Inhibitors of AMA1-RON; Towards Development of Antimalarial Drug Lead: Primary Screen; Plasmodium falciparum AMA1 (3D7) - RON2 peptide interaction; AID 720542, 2013; 360,000 compounds, 0.2% hits; Potency, µM (series often up to 58.2 µM), without a hit: top-dose activity change, negative = inhibition, most hits filed as inhibitors; AlphaScreen AMA1-biotinylated RON2 peptide binding;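 note: potency is the fitted concentration of half-maximal effect; 0% = vehicle wells and -100% = peptide control; nearly all actives have a fitted effect of over 45% in size; some results filed as inactive show a strong effect at the top dose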
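AMA1 (3D7) with his tag at 25 nM final met compounds first, then biotinylated RON2 peptide at 25 nM; detection used donor plus acceptor beads, 10 µg/mL apiece, read by AlphaScreen after 30 min at room temperature.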
The depositor's hits bear a star; ? = inconclusive; nt = not tested or not shown; & = joins results of further samples; [ ] = another dose, or the depositor's remark. Unless noted, calls come from the whole dose curve; as a rule, active = well fitted curve in the direction sought with a large enough effect; inconclusive = small, poorly fitted or top-dose-only effect, or another doubt; inactive = no such curve, though single readings can be large; an effect the other way counts as inactive or inconclusive. Unless noted, % is set by controls: 0 for no effect and ±100 for the full control effect. No enrichment for hits (roughly 7.5% active in at least one column).

SMILES	LmPK inh	AmpC inh detg	Tb PYK inh	HCMV antiviral	HCV inh	AmpC inh no detg	AMA1-RON2 inh
CC(C)C(NC(=O)COc1ccc2ccccc2c1)C(=O)N/N=C/C=C/c1ccccc1 (stereo not drawn)	4%	3%	-9%	-12	-10%	-25%	17%
OC(Cn1ccnc1)c1ccc(Cl)cc1Cl (stereo not drawn)	2%	-11%	-11%	-2	9%	-9%	-12%
O=C1CCC(C(=O)N2CCN(c3ccc(F)cc3)CC2)CN1CC1CCCCC1 (stereo not drawn)	9%	-13%	-10%	1	?	165%[activator]	7%
NC(N)=NCCCc1cn(CC(=O)N2CCNCC2)nn1	0%	-6%	0%	25	?	-6%	3%
CC(=O)NC1C(=O)N(CCN2CCOCC2)c2ccc(C)cc21 (stereo not drawn)	0%	-1%	?	nt	2%	-20%	32µM*
COc1cccc(CNC(=O)Cn2c(=O)cc(C(F)(F)F)c3c(C)nn(C)c32)c1OC	nt	19%	4%	9	nt	nt	nt
COc1ccc(-c2nn3c(-c4ccccc4)nnc3c3ccccc23)cc1	nt	3%	1%	18	nt	nt	nt
CN1CCN(C(=O)c2ccc(NC(=O)c3ccc(Br)o3)cc2)CC1	nt	nt	-3%	-21	nt	nt	0%
CC(C)(C)NC(=O)C12CC3CC(CC(Cl)(C3)C1)C2	-2%	?	-1%	35	4%	-14%	-3%[2.32 µM]
CCOc1ccc(Cc2c(Cl)nc(N)nc2Cl)cc1	0%	1%	-3%	17	19%	-22%	-21%
C(=N\Nc1ccccc1)/c1ccc(N2CCOCC2)cc1	-3%	-1%	3%	17	?	-26%	-9%
CN(CCN1CCOCC1)C(=O)CC1C(=O)NCCN1Cc1ccccc1C(F)(F)F (stereo not drawn)	-9%	6%	-1%	-34	16%	63%[activator]	23%
CN1CCN(CCCNC(=O)CCc2nnc3n(Cc4ccccc4Cl)c(=O)c4ccccc4n23)CC1	5%	-7%	-12%	-15	-17%	79%[activator]	7%
CCOc1cnn(-c2ccccc2)c(=O)c1Cl	1%	-16%	0%	-5	-14%	-13%	-3%
Cc1ccccc1-c1nnn(C/C(N)=N/O)n1	6%	0%	3%	-15	11%	-21%	11%
Cc1ccc(-c2nnn(CC(=O)N(Cc3cccs3)C(C(=O)NC(C)(C)C)c3ccc(C)o3)n2)o1 (stereo not drawn)	8%	-1%	-5%	38	?	-12%	6%
Cc1csc(NC(=O)CCS(=O)(=O)c2ccc(Br)cc2)n1	1%	-2%	-24%	33	-6%	-34%	-3%
O=C(c1cc2ccccc2oc1=O)N(Cc1ccccc1F)C1CCS(=O)(=O)C1 (stereo not drawn)	0%	-9%	-8%	9	10%	-19%	-3%
Cc1ccc2cc(C3CC(c4ccco4)=NN3S(C)(=O)=O)c(Cl)nc2c1 (stereo not drawn)	2%	-8%	-5%	0	-4%	40%	-7%
Cc1ccc(C(=O)N(CCc2ccccc2)Cc2ccccc2)cc1S(=O)(=O)N1CCCCC1	nt	?	-4%	-8	?	-9%	9%
CCOc1ccc(CN(C)C(=O)c2cccc(S(=O)(=O)Nc3ccccc3OC)c2)cc1OC	nt	nt	0%	10	nt	nt	-3%
COc1ccc(N(Cc2ccccc2)S(=O)(=O)c2cc(C(=O)O)ccc2Cl)cc1	3%	-3%	0%	?	-1%	-31%	0%
COc1cccc(NC(=O)CCSc2ccc3ccccc3n2)c1	0%	?	-7%	-1	11%	-32%	-7%
Cc1ccc(NC(=O)Cn2c(=O)n(CCCCC(=O)NCCc3ccccc3)c(=O)c3ccccc32)c(C)c1	nt	24%	-2%	-4	nt	nt	nt
O=C1CCc2cc(S(=O)(=O)NCc3ccccc3)cc3c2N1CC3	nt	-18%&16%	-5%&2%	-28&-10	3%	-16%	9%
O=S(=O)(Nc1nc2c(s1)CCCC2)c1ccc(Br)cc1	3%	5%	2%	-23	-6%	-8%	3%
CC1(CCBr)C(=O)N(c2ccccc2)c2ccccc21 (stereo not drawn)	9%	-17%	-19%	13	1%	-2%	-10%
NC(=O)c1ccc(OCC(=O)N2CCNC2=O)cc1	nt	nt	10%	14	15%	-17%	-7%
COC(=O)C1=C(C)N(CCc2ccc(OC)c(OC)c2)C(=O)/C1=C\c1ccc(O)cc1	1%	-19%	-13%	?	-1%	-21%	-15%
NNC(=O)/C(=C\c1ccco1)NC(=O)c1ccco1	-6%	-1%	-15%	9	1%	-33%	53%[activator]
Cc1ccc(S(=O)(=O)N(C)C)cc1NC(=O)COC(=O)C1=COCCO1	nt	0%	-4%	0	8%	-12%	-9%
Cc1ccc(C(=O)COc2nc(C)nc3ccccc23)cc1	-1%	2%	7%	-1	9%	-15%	7%
CCC(=O)N/N=C(\C)CC(=O)Nc1ccc2c(c1)OCCO2	7%	2%	1%	7	?	14%	27%
COc1cc(NC(=O)C2COc3ccccc3O2)c(OC)cc1Cl (stereo not drawn)	6%	-11%	-7%	-14	?	-26%	-12%
CC(=O)Nc1ccc(S(=O)(=O)NCC(=O)OCC(=O)NCc2ccco2)cc1	nt	0%	9%	-21	2%	-11%	-13%
O=C(CSc1ccc(-c2ccc(-n3cccn3)cc2)nn1)Nc1ccccc1F	nt	?	2%	-2	0%	-17%	7%
Cc1cc(C2C(C#N)=C(N)OC3=C2C(=O)CC(C)(C)C3)c(C)s1 (stereo not drawn)	-4%	-13%	2%	-8	-3%	-16%	-2%
O=C(N/N=C/c1ccc(O)cc1O)c1ccc(NC(=O)C2CCCCC2)cc1	2%	4%	0%	187	?	-47%	68%[activator]
Nc1nonc1-n1nnc(C(=O)N/N=C/c2cccc(F)c2)c1-c1ccc2c(c1)OCO2	3%	-3%	0%	0	6%	-47%	-4%
Cc1cc(C)cc(NC(=O)CCNS(=O)(=O)c2ccc3c(c2)oc(=O)n3C)c1	-3%	?	2%	-6	7%	-25%	43%[activator]
COC(=O)c1ccc(NS(=O)(=O)c2ccc3c(c2)oc(=O)n3C)cc1	11%	?	2%	-27	-3%	-11%	-18%
O=C(COC(=O)c1cccc(S(=O)(=O)N2CCN(c3ccc(F)cc3)CC2)c1)NCC1CCCO1 (stereo not drawn)	3%	-1%	-2%	?	12%	40%	2%
CCC1CCCCN1C(=O)CSc1nc2c(cnn2-c2ccc(C)cc2)c(=O)[nH]1 (stereo not drawn)	3%	?	-2%	2	1%	-2%	-1%
C1CNCCOCCNCCN1	0%	-1%	-7%	45	10%	42%[activator]	137%[activator]
COc1ccc(CNC(=O)C(C#N)c2nc3ccccc3nc2N2CCCC2)cc1 (stereo not drawn)	4%	-12%	-2%	0	-19%	-25%	-11%

One compound at a time, as listed above. Screens in order: LmPK inh	AmpC inh detg	Tb PYK inh	HCMV antiviral	HCV inh	AmpC inh no detg	AMA1-RON2 inh
`O=C(N/N=C/c1ccc(O)cc1O)c1ccc(NC(=O)C2CCCCC2)cc1` is entered as 2%	4%	0%	187	?	-47%	68%[activator]
`NC(N)=NCCCc1cn(CC(=O)N2CCNCC2)nn1` is entered as 0%	-6%	0%	25	?	-6%	3%
`Cc1ccc(NC(=O)Cn2c(=O)n(CCCCC(=O)NCCc3ccccc3)c(=O)c3ccccc32)c(C)c1` is entered as nt	24%	-2%	-4	nt	nt	nt
`COc1cc(NC(=O)C2COc3ccccc3O2)c(OC)cc1Cl` (stereo not drawn) is entered as 6%	-11%	-7%	-14	?	-26%	-12%

Further structures
SMILES	LmPK inh	AmpC inh detg	Tb PYK inh	HCMV antiviral	HCV inh	AmpC inh no detg	AMA1-RON2 inh
O=C(COC(=O)c1cc(-c2cccs2)nn1-c1ccccc1)Nc1ccc(F)c([N+](=O)[O-])c1	2%	-19%	4%	?	-23%	-12%	-4%
COc1ccc(-n2nc(C(=O)NCC(=O)NCC3CCCO3)c3ccccc3c2=O)cc1 (stereo not drawn)	1%	-3%	-12%	-11	7%&11%	20%	-2%
O=C(CN1C(=O)NC2(CCCc3ccccc32)C1=O)Nc1cc(F)ccc1F (stereo not drawn)	nt	-4%	-9%	-29	14%	-11%	-2%
COc1ccc(-c2nc(CSCC(=O)NCc3ccc4c(c3)OCO4)c(C)o2)cc1OC	2%	-5%	2%	-7	?	3%	-8%
Cc1cc(Br)ccc1NC(=O)C1CCCN(S(=O)(=O)c2cccc3nonc23)C1 (stereo not drawn)	nt	-1%	-3%	-14	nt	nt	nt
N#Cc1sc(NCc2ccccc2)nc1Cl	0%	-15%	-11%	2	-4%	-14%	15%
O=C(NC1CCCC1)C(c1ccncc1)N(C(=O)Cc1cccs1)c1cccc(F)c1 (stereo not drawn)	-3%	2%	-1%	-23	5%	-5%	-1%
NC(=O)CN1C(=O)NC2(CCOc3ccccc32)C1=O (stereo not drawn)	5%	-5%	2%	-11	2%	-12%	-3%
CC(C)CCNC(=O)COC(=O)/C=C/c1ccc2ccccc2n1	1%	3%	-3%	-26	18%	15%	11%
O=C(Nc1ccc(Br)cc1)C1CC(O)CN1C(=O)OCc1ccccc1 (stereo not drawn)	-1%	?	-11%	-16	1%	59%	-10%
COc1ccc(CNC(=S)Nc2cccc(C)c2C)cc1	-1%	-17%	2%	-36	?	-15%	-8%
CC(=O)/C(=N\Nc1ccc(Cl)cc1Cl)Sc1nnc(-c2ccccc2)n1-c1ccccc1	0%	?	?	9	?	4%	32%[activator]
COc1ccccc1CN(C)C(=O)c1ccc(S(=O)(=O)Nc2c(C)n(C)n(-c3ccccc3)c2=O)cc1	nt	nt	4%	-28	-2%	45%	-8%
COc1ccc(-c2cnc(C)o2)cc1S(=O)(=O)Nc1ccc(F)cc1F	nt	8%	1%	18	nt	nt	nt
COc1ccc(CNC(=S)Nc2ccccc2F)cc1	-7%	-1%	-11%	13	-9%	-21%	-1%
O/C=c1\ccc2cccc3nc(C(F)(F)F)nc1c23	9%	1%	5%	-26	?	13µM*	?
Cc1cc(C)c(C(=O)CN2C(=O)C(=O)N(C3CCCC3)C2=O)cc1C	nt	1%	-14%	8	4%	-14%	-12%
